Tb PGK inh – qHTS Assay to Find Inhibitors of Phosphoglycerate Kinase. Phosphoglycerate kinase, glycosomal (Trypanosoma brucei brucei), P07378. PGK/GAPDH coupled, Kinase-Glo luminescence, 60 min. Potency, µM (highest dose often 57.5 µM), for inactives: at the top dose activity change, negative = inhibition, actives largely listed as inhibitors. 0.043% of 380,000 active. AID 602233, 2012; note: % is set by controls: 0 for no effect and ±100 for the full control effect; nearly all actives have a fitted effect of over 60% in size
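Luminescent ATP detection (Kinase-Glo Plus) follows a 60-minute room-temperature incubation, with wells lacking PGK as controls. Buffer: 100 mM TEA (pH 7.6), 5 mM MgCl2, 0.01% Tween-20. Coupling enzyme GAPDH (100 nM final) supplies unstable 1,3-BPG in-well.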
JMJD2A Tudor inh – qHTS Assay for Inhibitors of JMJD2A-Tudor Domain; Lysine-specific demethylase 4A (Homo sapiens), O75164; AlphaScreen JMJD2A-Tudor / H3K4me3 peptide binding; Potency, µM (series often up to 114 µM), without a hit: at the highest dose activity change, negative = inhibition, actives largely listed as inhibitors; 4.4% of 390,000 active; AID 504339, 2011; note: % is set by controls: 0 for no effect and ±100 for the full control effect; nearly all actives have a fitted effect of over 50% in size
BLM inh – qHTS Assay for Inhibitors of Bloom's syndrome helicase (BLM); RecQ-like DNA helicase BLM (Homo sapiens), P54132; recombinant BLM DNA unwinding, fluorescence dequenching; Potency, µM (highest dose often 56.1 µM), inactives show at the highest dose activity change, negative = inhibition, usual class: inhibitors; 0.2% of 350,000 active;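 note: plate controls were vehicle for no effect and no enzyme for full effect; nearly all actives have a fitted effect of over 35% in size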
Pin1 inh – qHTS Assay to Find Inhibitors of Pin1 | Pin1 FP peptide displacement, HiFluor488, 10 min | Potency, µM (top dose mostly 115 µM), for the others: at the top dose activity, negative = inhibition, usual class: inhibitors | 0.009% of 390,000 active | Peptidyl-prolyl cis-trans isomerase NIMA-interacting 1 (Homo sapiens), Q13526; active = well fitted inhibition curve with a large enough effect in the polarisation, with a control signal flat, not every such curve was filed as active; inconclusive = small, poorly fitted or top-dose-only effect, or effect the other way, or a change in a side signal; inactive = no such curve, though single readings can be large or run the other way; the % refers to the polarisation; note: % is set by controls: 0 for no effect and ±100 for the full control effect
Target sequence (Q13526 whole entry, looked up): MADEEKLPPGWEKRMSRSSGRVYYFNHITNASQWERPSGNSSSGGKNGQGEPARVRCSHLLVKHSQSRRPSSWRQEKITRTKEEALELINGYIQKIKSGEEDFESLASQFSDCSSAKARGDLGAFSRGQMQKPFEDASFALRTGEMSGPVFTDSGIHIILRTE
POLI inh – qHTS for Inhibitors of Polymerase Iota; DNA polymerase iota (Homo sapiens), Q9UNA4; Pol iota fluorescent replication assay, 10 min; Potency, µM (series often up to 115 µM), for inactives: at the highest dose activity, negative = inhibition, actives largely listed as inhibitors; 1% of 390,000 active
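Fluorescent replication assay read twice, at 0 min and 10 min after adding 50 nM (final) substrate. Enzyme (10 nM) and compounds were first incubated 15 min at room temperature; enzyme-free buffer wells were negative controls.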
HP1b chromo inh – HTS for Inhibitors of HP1-beta Chromodomain Interactions with Methylated Histone Tails; AID 540317, 2011; Chromobox protein homolog 1 (Homo sapiens), P83916; AlphaScreen HP1-beta / biotin-H3K9me3 peptide binding; 0.56% of 390,000 active; Potency, µM (titrated, usually from 114 µM), for inactives: at the top dose activity change, negative = inhibition, usual class: inhibitors; note: nearly all actives have a fitted effect of over 70% in size; inactives centre near 23
Target sequence (P83916 whole entry, looked up): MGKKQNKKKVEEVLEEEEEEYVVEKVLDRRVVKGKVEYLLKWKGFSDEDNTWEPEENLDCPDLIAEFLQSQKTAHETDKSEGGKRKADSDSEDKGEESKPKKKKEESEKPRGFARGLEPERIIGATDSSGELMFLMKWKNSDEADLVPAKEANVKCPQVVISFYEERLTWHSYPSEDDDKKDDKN
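AlphaScreen: HP1-beta (50 nM) preformed 30 min with biotin-H3(1-18)K9me3 peptide (50 nM) in PBS pH 7.4, 0.01% Tween-20. Compound added for 30 min at RT, then streptavidin donor/nickel chelate acceptor beads (10 ug/mL) for 30 min.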
G9a inh – qHTS Assay for Inhibitors of Histone Lysine Methyltransferase G9a; AID 504332, 2011; 8.8% of 350,000 active; Histone-lysine N-methyltransferase EHMT2 (Homo sapiens), Q96KQ7; G9a H3K9 monomethylation, AlphaScreen, 2 h; Potency, µM (top dose mostly 102 µM), without a hit: at the top dose activity, negative = inhibition, actives largely listed as inhibitors; note: % is set by controls: 0 for no effect and ±100 for the full control effect; nearly all actives have a fitted effect of over 75% in size
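AlphaScreen detection with an anti-monomethyl H3K9 antibody quantified product after a 2 h room-temperature reaction containing 500 nM biotinylated H3K9 peptide, 20 µM SAM and 20 nM enzyme, which had been preincubated 15 min with compound.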
GLS inhibitor – qHTS for Inhibitors of Glutaminase (GLS); 0.21% of 410,000 active; GLS enzymatic activity, qHTS titration; AID 624170, 2012; Glutaminase kidney isoform, mitochondrial (Homo sapiens), O94925; Potency, µM (titrated, usually from 45.5 µM), without a hit: at the highest dose activity change, negative = inhibition, usual class: inhibitors; note: % is set by controls: 0 for no effect and ±100 for the full control effect
Target sequence (O94925 whole entry, looked up, canonical isoform): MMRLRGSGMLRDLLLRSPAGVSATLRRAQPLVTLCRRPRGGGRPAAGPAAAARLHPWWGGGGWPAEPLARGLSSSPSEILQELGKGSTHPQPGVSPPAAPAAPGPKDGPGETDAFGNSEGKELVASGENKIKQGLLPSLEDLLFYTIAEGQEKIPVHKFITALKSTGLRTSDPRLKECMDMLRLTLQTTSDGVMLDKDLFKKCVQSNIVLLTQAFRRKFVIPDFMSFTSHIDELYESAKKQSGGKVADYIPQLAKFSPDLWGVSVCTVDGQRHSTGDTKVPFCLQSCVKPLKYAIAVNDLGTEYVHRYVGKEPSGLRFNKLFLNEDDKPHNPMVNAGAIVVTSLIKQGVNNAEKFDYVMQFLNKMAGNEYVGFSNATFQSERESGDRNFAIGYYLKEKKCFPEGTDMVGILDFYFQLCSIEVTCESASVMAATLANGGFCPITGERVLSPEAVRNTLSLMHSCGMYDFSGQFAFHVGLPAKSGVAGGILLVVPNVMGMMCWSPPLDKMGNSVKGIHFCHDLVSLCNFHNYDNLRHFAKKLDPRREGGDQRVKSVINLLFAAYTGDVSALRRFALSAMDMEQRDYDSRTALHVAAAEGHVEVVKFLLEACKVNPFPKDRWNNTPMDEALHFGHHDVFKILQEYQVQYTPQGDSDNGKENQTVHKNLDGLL
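Human kidney-isoform GLS in 45 mM KH2PO4 pH 8.2, 0.02% Tween-20, with compound, started with 1mM L-Glutamine (added stock). Glutamate oxidase/HRP/Amplex red coupled fluorescence read at start and after 30 min at RT.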
BAZ2B block – qHTS Assay for Inhibitors of BAZ2B. AlphaScreen BAZ2B-H3K14Ac peptide displacement. Potency, µM (series often up to 114 µM), for the others: top-dose activity change, negative = inhibition, most hits filed as inhibitors. 4.4% of 360,000 active. AID 504333, 2011; note: % is set by controls: 0 for no effect and ±100 for the full control effect; nearly all actives have a fitted effect of over 60% in size
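BAZ2B 50 nM plus b-H3(5-23)K14Ac 50 nM, PBS pH 7.4/0.01% Tween-20, 30 min RT; compound added (max 110 uM), 30 min RT; streptavidin donor/Ni-chelate acceptor beads 10 ug/mL final, 20 min dark; AlphaScreen read.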
The depositor's hits bear a star; i = inactive; u = inconclusive; x = no result given; [ ] = remark or other dose. Unless noted, calls come from the whole dose curve; as a rule, active = well fitted curve in the direction sought with a large enough effect; inconclusive = small, poorly fitted or top-dose-only effect, or another doubt; inactive = no such curve, though single readings can be large; an effect the other way counts as inactive or inconclusive. Potency is the fitted concentration of half-maximal effect.

The line under a structure holds: Tb PGK inh	JMJD2A Tudor inh	BLM inh	Pin1 inh	POLI inh	HP1b chromo inh	G9a inh	GLS inhibitor	BAZ2B block
O=C(CSc1nnc(NC(=O)c2ccccc2)s1)NCc1ccco1
→ -5.7%	-13.8%	-8.8%	7.0%	-9.4%	58.1%[activator]	x	1.8%	-3.9%
COc1ccc(-c2csc(NC(=O)c3cc(C)oc3C)n2)cc1OC
→ 5.6%	u	-13.3%	43.6%[activator]	-5.9%	-20.9%	50.1µM*	2.3%	35.5µM*
O=C(N=Nc1c(O)[nH]c2ccccc12)c1cc(-c2ccc(F)cc2)n[nH]1
→ -0.6%	-17.0%	-9.9%	u	12.2%	35.4%	-0.4%	-7.9%	-38.9%
COc1cc2ccccc2c2c1CCCC2=O
→ i	34.1%	1.8%	0.5%	5.7%	56.1%[activator]	u	4.4%	46.5%[activator]
CCn1nc(C(=O)Nc2ccc(C)c(C)c2)c(Cl)c1Cl
→ -8.2%	-12.9%	-1.1%	-11.5%	4.5%	24.9%	-9.7%	21.5%	2.0%
COC(C(=O)N1CCC(n2nccc2NC(=O)C2CC2)CC1)c1ccccc1 (centres undefined)
→ 9.3%	0.0%	-0.2%	2.3%	9.4%	38.9%	-8.2%	-9.9%	-3.8%
CC(=NO)C1CCC2C3CCC4=CC(=NO)CCC4(C)C3C(=O)CC12C (centres undefined)
→ -2.2%	-6.2%	x	1.6%	-3.3%	38.2%	x	18.0%	x
Cc1ccc(OCC(=O)N2CCN(c3ccc([N+](=O)[O-])c(N4CCOCC4)c3)CC2)cc1
→ i	u	-1.3%	-3.7%	u	u	-34.2%	4.8%	u
O=C(O)c1ccc(Cn2cc(C(F)(F)F)ccc2=O)cc1
→ 1.5%	-2.6%	-1.3%	-9.4%	23.1%	36.4%	-3.9%	0.1%	-17.1%
CC1CCN(S(=O)(=O)c2ccc(NC(=O)CN3CCN(C)CC3)cc2)CC1
→ -1.2%	3.16µM*	0.0%	-12.0%	27.4%	u	11.2µM*	14.9%	u
Nc1nc(CN2CCCCCC2)nc(Nc2ccc(F)cc2)n1
→ -3.7%	79.4µM*	u	3.8%	4.6%	18.7%	10µM*	8.3%	7.08µM*
O=c1c2ccccc2[nH]c(=S)n1C1CCCCC1
→ -2.1%	-2.1%	-3.3%	0.4%	13.7%	31.4%	-32.5%	5.9%	1.4%
O=C(NCC(=O)N(c1ccc(F)cc1)C(C(=O)NC1CCCCC1)c1cccnc1)c1ccco1 (centres undefined)
→ -4.2%	-0.7%	1.5%	3.5%	93.7%[activator]	61.5%[activator]	13.6%	-8.4%	6.1%
CC(C)C(=O)OC1=CN(Cc2ccccc2)S(=O)(=O)c2ccccc21
→ 10.1%	33.4%	-8.1%	3.9%	13.4%	74.9%[activator]	7.8%[59 µM]	-6.4%	21.8%
Cc1cccc(C(=O)N[C@@H](C)C(=O)N2CCN(c3ncccn3)CC2)c1
→ -5.8%	-10.1%	x	-3.2%	38.3%[activator]	22.9%	7.4%[12.7 µM]	0.3%	-0.1%
Nc1sc2c(c1C(=O)c1ccccc1)CCCC2
→ 3.1%	u	-4.0%	-4.4%	15.9%	-13.5%	u	5.1%	-33.9%
CCc1nc2ccc(C(=O)O)cc2nc1CC
→ -8.3%	-28.5%	-11.0%	1.1%	-2.5%	24.2%	-2.2%[59 µM]	-0.7%	-28.6%
COc1ccccc1NC(=O)Cn1cc(S(=O)(=O)Cc2ccccc2)c2ccccc21
→ -5.1%	-23.1%	-18.2%	11.2%	-15.5%	8.0%	u	0.0%	-27.0%
CC(NC(=O)COC(=O)/C=C/c1cccc(F)c1)c1ccccc1 (centres undefined)
→ -9.9%	-16.4%	x	-2.9%	30.1%[activator]	53.8%[activator]	x	1.6%	x
COc1ccc(Cl)cc1C(=O)NCCN(C)C
→ -7.9%	-9.0%	3.4%	6.6%	9.5%	41.1%[activator]	1.0%	8.6%	-2.9%

Going on with the list:
The line under a structure holds: Tb PGK inh	JMJD2A Tudor inh	BLM inh	Pin1 inh	POLI inh	HP1b chromo inh	G9a inh	GLS inhibitor	BAZ2B block
C/C(Cn1ncc(N2CCOCC2)c(Cl)c1=O)=N\O
→ x	1.0%	-3.8%	0.7%	-3.5%	59.3%[activator]	-0.9%	-2.2%	3.6%
CC(C)c1nnc(NC(=O)c2nc(S(=O)(=O)Cc3ccccc3F)ncc2Cl)s1
→ -7.1%	4.5%	-1.4%	-2.7%	u	46.2%[activator]	20µM*	6.3%	u
COc1ccc2[nH]c3c(=O)n(CCCCCC(=O)NCCC(C)C)c(=S)[nH]c3c2c1
→ -14.1%	-18.4%	-11.6%	2.7%	3.4%	19.7%	9.0%	-3.5%	3.3%
CSCCC(NC(=O)c1cc(C(C)(C)C)oc1C)C(=O)O (centres undefined)
→ -5.3%	-13.4%	0.1%	-1.2%	3.2%	21.4%	-5.9%	-5.5%	0.9%
N#C/C(=C\c1ccncc1)c1nc2ccccc2o1
→ -10.0%	-22.8%	-9.8%	u	68.7%[activator]	1.3%	u	1.8%	-17.2%
COCCn1c(=O)[nH]c2cc(C(=O)Nc3cc(C)cc(C)c3)ccc2c1=O
→ i	-7.9%	-3.1%	1.6%	23.2%	18.7%	20.5%	-1.8%	-3.7%
COc1cc(/C=C/c2ccc3cccc(O)c3n2)cc(OC)c1OC
→ 10.7%	-19.6%	-7.9%	-14.9%	81.9%[activator]	2.0%[57 µM]	32.8%	6.3%	-0.1%
Cc1c2c(c(C)n1C)C(C(=O)NC1CCCCC1)N(Cc1ccccc1)C2=O (centres undefined)
→ i	-10.4%	-0.6%	-2.0%	94.9%[activator]	11.9%	50.1µM*	-5.2%	x
Cc1ccc(Sc2c(C)nn(C(C)(C)C)c2OC(=O)CC(C)C)cc1
→ -0.4%	69.6%[activator]	-4.8%	0.8%	u	92.7%[activator]	82.0%[activator][59 µM]	-3.5%	83.6%[activator]
S=C(NCc1ccccn1)Nc1ccc(Cl)cc1Cl
→ -4.9%	-19.5%	-4.0%	-14.6%	-3.5%	22.0%	44.8%[0.501 µM]	4.6%	u
O=C(Nc1ccc(Br)c2cccnc12)c1ccc(Cn2cc(Cl)cn2)o1
→ -4.9%	-3.2%	-1.4%	5.7%	-14.4%	44.6%[activator]	u	-2.0%	-31.0%
O=C(NCCc1ccccc1)c1nn(-c2ccccc2Cl)nc1CO
→ 4.0%	-2.8%	0.4%	-11.3%	17.1%	45.9%[activator]	3.7%[59 µM]	-5.1%	-0.1%
O=C(c1ccccn1)N1CCN(c2ccc(C(F)(F)F)cn2)CC1
→ -4.0%	-4.5%	-12.1%	2.3%	13.8%	21.4%	7.0%[59 µM]	-2.9%	-3.8%
COC(=O)C(C(=O)OC)C(C[N+](=O)[O-])c1ccc(OC)c(OC)c1 (centres undefined)
→ -7.2%	2.9%	-6.9%	2.5%	-7.3%	34.2%[activator]	13.9%[59 µM]	-5.1%	3.7%[57.1 µM]
CCCCN(C(=O)c1ccc(C)o1)c1c(N)n(CC(C)C)c(=O)[nH]c1=O
→ -3.7%	-14.3%	x	0.0%	-4.1%	18.6%	-46.8%[12.7 µM]	-3.5%	-0.2%
O=C(CCc1ccccc1)Nc1ccnn1C1CCN(C/C=C/c2ccccc2)CC1
→ -2.5%	-24.1%	2.8%	5.6%	-1.1%	21.3%	-0.1%	-5.1%	-27.9%
COc1ccccc1NC(=O)C(C)OC(=O)CCCN=C1NS(=O)(=O)c2ccccc21 (centres undefined)
→ -2.1%	-7.6%	x	-5.5%	-0.8%	6.4%	-28.7%	-3.5%	6.4%
CC(=O)Nc1ccc(OCCCNC(=O)c2c(-c3ccccc3)noc2C)cc1
→ i	0.0%	-4.6%	4.9%	-9.8%[58.9 µM]	24.3%	15.2%	-3.1%	0.1%
O=C(NCCc1ccccc1)c1cccnc1
→ -12.4%	3.2%	0.0%	1.5%	2.5%	47.8%[activator]	3.7%[59 µM]	-1.8%	7.2%
O=c1cc2c(c(-c3ccccc3)n1Cc1ccccc1)[C@@H](CCO)NC2
→ -7.7%	-6.8%	x	6.6%	-11.8%	35.3%	x	-1.7%	x
CCOc1ccc(CN(C)CC(=O)Nc2ccc(N3CCOCC3)cc2)cc1OC
→ -9.1%	0.3%	-14.8%	-3.0%	21.3%	19.2%	u	24.3%	1.2%
CCOCCCn1c(SCC(=O)N2CCOCC2)nc2ccccc2c1=O
→ i	-3.6%	-3.5%	6.7%	42.1%[activator]	34.6%	14.5%	-10.8%	-1.5%

An excerpt from above with just HP1b chromo inh.
| Compound | HP1b chromo inh |
| --- | --- |
| COC(=O)C(C(=O)OC)C(C[N+](=O)[O-])c1ccc(OC)c(OC)c1 (centres undefined) | 34.2%[activator] |
| CCOCCCn1c(SCC(=O)N2CCOCC2)nc2ccccc2c1=O | 34.6% |

Compound activity deposited in PubChem BioAssay by National Center for Advancing Translational Sciences (NCATS).

This is a subset; count on the stated rates, not on these rows.
